AID364: cytotoxicity toward Jurkat T cells, primary screen, cell-based, Jurkat E6.1, NIH starter set (AID 364). 2% of 3,300 active. Jurkat E6.1 viability, ATP luminescence, 48 h; higher % means a stronger effect. inhibition, % at 4 µM; hits with a dose series show CC50 in µM;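 active = concentration giving half-maximal inhibition at or below 20 micromolar; inactive = half-maximal concentration above 20 micromolar, or not dose tested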;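 also: 100% = cells treated with 4 µM doxorubicin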
HT29 cell growth-1: HT29 colon tumor cell growth inhibition, primary screen, imaging, high content imaging, 24 h, CellTiter-Glo (AID 770). 3,300 tested, under 10 active. HT29 cell number by imaging, 24 h; hits give high values. growth inhibition, % at 10 µM;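 active = growth inhibition above 90% in viable cell count at a single dose; inactive = growth inhibition below 90%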
A549 NSCLC growth: A549 NSCLC cell proliferation inhibitors – ATP luminescence, human non-small cell lung line, primary screen (AID 371) | A549 growth inhibition, ATP luminescence; hits give high values | 8.4% of 3,300 active | growth inhibition, % at 10 µM;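 active = mean growth inhibition over the two runs of 50% or more; inactive = mean growth inhibition under 50%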;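 also: compound exposure lasted 72 h before the ATP read; 0% = untreated cell signal and 100% = no luminescence left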
HT29 cell growth-2: HT29 colon tumor cell growth inhibition, primary screen, imaging, high content imaging, 48 h, CellTiter-Glo (AID 771). growth inhibition, % at 10 µM. 2% of 3,300 active. HT29 cell growth, HCS imaging cell count, 48 h; hits give high values;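 active = growth inhibition above 90%, meaning viable cell count by imaging cut by more than 90% versus vehicle controls; inactive = growth inhibition below 90%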;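 also: percent fewer viable cells counted by imaging than vehicle controls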
AID772: HT29 colon tumor cell growth inhibition, primary screen, imaging, high content imaging, 72 h, CellTiter-Glo (AID 772); growth inhibition, % at 10 µM; HT29 cell growth, HCS imaging cell count, 72 h; hits give high values; 0.6% of 3,300 active;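 active = growth inhibition above 90%, meaning viable cell count cut by more than 90% versus vehicle controls; inactive = growth inhibition below 90%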
HT29 cell growth-1 condensed nuclei: recorded beside HT29 cell growth-1, whose call it bears; condensed nuclei, %; measured here: percent cells with condensed nuclei;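 share of cells whose nuclear area falls below control median minus 1.5 SD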
HT29 cell growth-1 ATP viability: recorded beside HT29 cell growth-1, whose call it bears; growth inhibition, %; measured here: ATP CellTiter-Glo viability
HT29 cell growth-2 condensed nuclei: recorded beside HT29 cell growth-2, whose call it bears; condensed nuclei, %; measured here: percent cells with condensed nuclei;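 condensed means Hoechst nuclear area under control median minus 1.5 SD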
HT29 cell growth-2 ATP viability: also measured in HT29 cell growth-2; calls as there; growth inhibition, %; measured here: ATP CellTiter-Glo viability inhibition
AID772 condensed nuclei: further read-out of AID772, marked with its call; condensed nuclei, %; measured here: percent cells with condensed nuclei;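 condensed means nuclear area below control median minus 1.5 SD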
AID772 second: recorded beside AID772, whose call it bears; growth inhibition, %; measured here: ATP CellTiter-Glo viability
* hit, by the source's call; . = not tested or not shown. Not all compounds are listed. The share of hits here may be higher or lower than overall.

SMILES,AID364,HT29 cell growth-1,HT29 cell growth-1 condensed nuclei,HT29 cell growth-1 ATP viability,A549 NSCLC growth,HT29 cell growth-2,HT29 cell growth-2 condensed nuclei,HT29 cell growth-2 ATP viability,AID772,AID772 condensed nuclei,AID772 second
CC(=O)O[C@]1(C(C)=O)CC[C@H]2[C@@H]3C=C(C)C4=CC(=O)CC[C@]4(C)[C@H]3CC[C@@]21C,12%,-26,2.5,16,34,52,0.6,.,58,3,12
CC(CN1CCN(C)CC1)OC(=O)c1ccc(Cl)cc1Cl (centres undefined),-8%,-5,5.1,-7,2,-7,1.3,-7,-11,4,-14
COc1cc(NS(=O)(=O)c2ccc(N)cc2)nc(OC)n1,-3%,-50,3.5,-20,-2,39,6.9,.,-65,3,-27
CC(=Nc1cccc(O)c1)c1sc2ccccc2c1O,-2%,26,0.9,-3,72*,25,1.4,-4,-88,4,-35
CCC(=O)Nc1nc2ccccc2n1CCN(C)C,-4%,40,5.9,19,5,5,2.6,5,0,1,-16
CCOc1ccc(NC(=O)c2nn(C)cc2Br)cc1,0%,-21,2.7,5,20,-38,4.5,-4,-12,6,-23
Cc1ccc(-n2ncc3c(N4CCN(c5ccccc5)CC4)ncnc32)c(C)c1,22%,26,1.9,16,33,63,7.4,47,49,18,58
Cc1cn([C@H]2C=C[C@@H](CO)O2)c(=O)[nH]c1=O,-7%,25,4.0,-23,-1,-3,0.6,.,-18,1,-31
CN(CCOC(=O)c1ccc2c(c1)OCCO2)Cc1ccccc1,-9%,11,3.9,6,3,-11,2.2,-8,-92,4,-26
CC(=O)NS(=O)(=O)c1ccc(N)cc1,1%,14,2.5,-3,0,-31,1.7,.,8,4,14
CCN(CC)C(=O)CSc1nc2ccccc2c(=O)n1CC1CCCCC1,3%,25,2.8,9,59*,58,4.2,24,66,19,32
COc1ccc(CCn2c(C)ccc2C)cc1OC,-6%,26,4.9,9,0,6,3.0,2,-36,5,-5

As a short view, 2 of the compounds above.
SMILES,AID364,HT29 cell growth-1,HT29 cell growth-1 condensed nuclei,HT29 cell growth-1 ATP viability,A549 NSCLC growth,HT29 cell growth-2,HT29 cell growth-2 condensed nuclei,HT29 cell growth-2 ATP viability,AID772,AID772 condensed nuclei,AID772 second
Cc1cn([C@H]2C=C[C@@H](CO)O2)c(=O)[nH]c1=O,-7%,25,4.0,-23,-1,-3,0.6,.,-18,1,-31
CN(CCOC(=O)c1ccc2c(c1)OCCO2)Cc1ccccc1,-9%,11,3.9,6,3,-11,2.2,-8,-92,4,-26

Next results follow.
SMILES,AID364,HT29 cell growth-1,HT29 cell growth-1 condensed nuclei,HT29 cell growth-1 ATP viability,A549 NSCLC growth,HT29 cell growth-2,HT29 cell growth-2 condensed nuclei,HT29 cell growth-2 ATP viability,AID772,AID772 condensed nuclei,AID772 second
CCCOc1ccc(N2C(=O)C3ON(c4ccccc4)C(c4ccc(O)c(OC)c4)C3C2=O)cc1 (centres undefined),-5%,36,4.6,13,3,26,1.9,-7,-68,7,-18
CC1(C)Cc2c(sc3c2C2=NCCN2C=N3)CS1,-1%,8,5.5,1,3,10,18,-6,-30,11,14
CCOC(=O)CSC1=C(C#N)C(c2ccc3c(c2)OCO3)CC(=O)N1 (centres undefined),6.6µM*,59,21,28,50,90*,12*,66*,63,35,85
Cc1c(NC(=O)C(CC(=O)O)NCc2ccco2)c(=O)n(-c2ccccc2)n1C (centres undefined),-17%,14,1.5,4,6,45,2.1,1,-12,7,-16
CCOC(=O)CCCCC(=O)NC(CO)C(=O)NC (centres undefined),-8%,-22,2.7,-16,-3,16,2.4,-23,4,2,-30
O=C1CCC(=O)N1CNc1ccccn1,5%,-20,3.8,-21,2,-6,3.1,0,-23,4,-1
Nc1ncnc2nc(SCc3ccccc3)[nH]c12,-2%,27,3.9,19,14,38,19,17,-29,13,6
O=C(O)c1ccc(OCCn2ccnc2)cc1,-8%,-11,1.0,-2,3,-41,1.8,-13,-26,4,-9
O=C(NCc1ccco1)c1ccc(=O)[nH]n1,4%,-25,2.0,-3,-4,-20,2.5,15,14,10,-7
COc1cc(C(=O)Nc2nccs2)cc(OC)c1OC,-7%,-35,3.3,-12,-17,3,1.5,-4,41,3,15
COc1cccc(C(=O)c2sc(NC(C)C)nc2N)c1,1%,56,8.0,29,44,86,6.3,53,86,31,77
COc1cc(N2CCCC2)c(OC)cc1/C=c1/sc2nc3ccccc3n2c1=O,-6%,57,3.6,1,4,15,4.2,-6,42,3,-11

Next part, overlapping the part above by three compounds.
SMILES,AID364,HT29 cell growth-1,HT29 cell growth-1 condensed nuclei,HT29 cell growth-1 ATP viability,A549 NSCLC growth,HT29 cell growth-2,HT29 cell growth-2 condensed nuclei,HT29 cell growth-2 ATP viability,AID772,AID772 condensed nuclei,AID772 second
COc1cc(C(=O)Nc2nccs2)cc(OC)c1OC,-7%,-35,3.3,-12,-17,3,1.5,-4,41,3,15
COc1cccc(C(=O)c2sc(NC(C)C)nc2N)c1,1%,56,8.0,29,44,86,6.3,53,86,31,77
COc1cc(N2CCCC2)c(OC)cc1/C=c1/sc2nc3ccccc3n2c1=O,-6%,57,3.6,1,4,15,4.2,-6,42,3,-11
CCCOC(=O)CSC1=C(C#N)C(c2ccccc2OCC)C(C#N)C(=O)N1 (centres undefined),-5%,-14,4.9,-30,22,33,3.0,-12,20,1,-28
COc1ccc(N2CCN(c3nc4c(c(=O)[nH]c(=O)n4C)n3CCCc3ccccc3)CC2)cc1,1%,1,1.9,-7,0,-6,4.8,-20,41,8,1
Cc1cc(SCCC(=O)O)nc2ccccc12,-15%,-24,1.2,-4,-2,-18,3.0,-14,-31,3,-30
C=CCn1c(SCC(=O)c2ccccc2)nnc1-c1ccc2c(c1)OCO2,7%,15,3.1,-4,-2,47,1.5,-2,7,6,-4
CC(C)COc1ccc(C(=O)OCCN2CCOCC2)c(O)c1,5%,-15,1.6,-6,12,42,1.4,-8,-33,3,-53
COC(=O)CSC1=C(C#N)C(=O)NC2(CCCCC2)S1,-5%,15,3.5,-1,8,-16,3.4,-8,-7,2,-33
C(=C\c1ccccc1)/CN1CCN(C(c2ccccc2)c2ccccc2)CC1,2%,-3,2.9,2,23,-3,3.7,.,7,5,12
COc1cc(C(=O)NCC(=O)n2nc(C)cc2C)cc(OC)c1OC,0%,53,6.7,1,3,11,0.9,-34,-147,2,-87
c1ccc2[nH]c(-c3cscn3)nc2c1,-3%,-48,2.9,-9,6,-23,3.4,.,-6,3,-6
Cc1cccc(C)c1N1C(=O)C2ON(c3ccccc3)C(c3ccncc3)C2C1=O (centres undefined),-4%,-21,4.2,8,0,-6,1.4,5,-7,3,3
CCC1=C(C(=O)OC)C(c2cc(OC)ccc2OC)C(C#N)=C(N)O1 (centres undefined),11%,6,3.1,-10,7,30,2.5,-24,-52,3,-43
c1ccc(-c2nc(NCC3CCCO3)c3ccccc3n2)nc1 (centres undefined),-7%,-26,2.4,8,60*,17,2.1,31,81,2,75
Cc1cccc(NC(=O)c2c(C)cc(=O)oc2C)n1,-4%,-39,1.9,-4,-4,27,1.2,3,19,1,-11
Fc1ccc(C2C3=C(Nc4ncnn42)c2ccccc2OC3c2ccncc2)cc1 (centres undefined),3%,9,3.2,3,43,14,2.0,12,62,18,20
CCOc1ccccc1C(=O)NCCCCCC(=O)O,-4%,20,3.6,2,-5,-56,2.4,-8,7,18,10
COc1ccc(OC)c(C2NC(=O)c3sc(=S)n(-c4ccccc4)c3N2)c1 (centres undefined),-5%,37,4.8,17,7,26,1.8,31,30,2,0
COC(=O)Sc1nc(N2CCOCC2)c2c(c1C#N)CC(C)(C)OC2,1%,29,1.4,5,4,6,19,34,-33,2,-3
C=CCNC(=O)C(C#N)c1nc2ccccc2nc1N1CCCCCC1 (centres undefined),-8%,18,3.1,9,35,38,3.5,16,47,22,58
CC(=O)Nc1cccc(NC(=O)CSc2nc(C)c(C)c(C)c2C#N)c1,-5%,36,1.9,-6,15,-48,1.6,-23,27,5,-35
COCCn1c(SCc2c(F)cccc2Cl)nc2c1c(=O)[nH]c(=O)n2C,10%,-11,3.5,-5,12,19,3.3,4,40,19,9
CCCOc1ccc(/C(O)=C2/C(=O)C(=O)N(CCCn3ccnc3)C2c2cccs2)cc1 (centres undefined),-10%,13,3.5,5,3,3,1.0,0,-3,8,-12
Cc1ccc(C(=O)CSC2=C(C#N)C(c3ccco3)C3=C(CCCC3=O)N2)cc1 (centres undefined),2.4µM*,81,18,25,76*,86,6.3,78,75,31,94
COCCCC/C(=N\OCCN)c1ccc(C(F)(F)F)cc1,3%,13,1.6,15,8,26,3.5,.,57,11,41
NC(Cc1ccc(Oc2ccc(O)cc2)cc1)C(=O)O (centres undefined),8%,-9,5.9,-34,4,-14,5.2,.,-60,3,-37
CCc1cc(=O)oc2cc(C)c(CN3CCCCC3)c(O)c12,-8%,-29,2.7,-21,0,17,2.6,7,6,7,-40
Cc1ccc(SCc2[nH]nc3c2C(c2ccc(C)o2)C(C#N)=C(N)O3)cc1 (centres undefined),2%,-6,2.0,-5,14,42,6.7,-17,35,16,30
Cc1ccc(CNc2oc(COc3ccccc3Cl)nc2C#N)cc1,4%,-8,4.3,-1,32,54,13,-4,28,7,-25
COc1cccc(C2/C(=C(/O)c3cnn(-c4ccccc4)c3C)C(=O)C(=O)N2CCN(C)C)c1 (centres undefined),3%,11,3.4,-18,3,51,1.7,-8,27,8,-31
CCNC(=O)Nn1c(C)nnc1C,-6%,8,3.5,3,4,-9,1.6,-3,30,4,-8
COC(=O)C1C(=O)NCC1c1ccccc1 (centres undefined),3%,46,5.5,-1,-3,8,3.7,-19,-85,1,-54
CC(C)C1Cc2c(C#N)c(N)n(C)c(=S)c2CO1 (centres undefined),-2%,33,1.7,-38,11,28,2.3,-8,28,7,-9
Cc1c(C)c2cc(Cl)c(O)c(CN3CCCC(C)C3)c2oc1=O (centres undefined),2%,25,3.4,-6,-2,21,1.5,-1,50,2,-13
COc1ccc(C2C(C#N)=C(N)SC(N)=C2C#N)cc1OC,-2%,4,4.0,-2,2,-12,2.6,-21,17,12,-11
C=CCNc1nc(-c2ccc(O)c(C(N)=O)c2)cs1,7%,11,2.4,4,15,13,3.0,-4,-5,8,39
O=C1NC(=O)C(c2ccccc2)(c2ccccc2)N1,2%,-14,2.9,-18,-3,16,1.9,.,-7,3,-21
O=C(c1ccc2c3c(cccc13)C(=O)N(O)C2=O)N1CCCCC1,6%,10,6.9,4,27,24,3.8,20,64,16,66
COCCNC(=O)c1c(N)n(CCC2=CCCCC2)c2nc3ccccc3nc12,7%,-28,2.3,5,91*,39,2.7,20,48,9,14
C[C@]12C=CC(=O)C=C1CC[C@H]1[C@@H]3C[C@@H](O)[C@](O)(C(=O)CO)[C@@]3(C)C[C@H](O)[C@@]12F,1%,32,6.7,-9,16,-34,3.3,.,-18,2,-9
O=C1C=C(NCCNc2c(F)c(F)c(CO)c(F)c2F)CCC1,10%,-38,1.9,-13,6,-30,1.7,-12,-76,4,-68
COC(=O)C(C)Sc1nc2c(c(=O)n(C)c(=O)n2C)n1CCC(C)C (centres undefined),-3%,0,3.4,-1,-4,53,4.4,-7,7,5,-21
O=S(=O)(NCc1cccnc1)c1cccc2nsnc12,5%,12,2.1,3,1,60,4.0,1,12,10,9
CCCCCNC(=O)c1c(N)n(/N=C/c2ccco2)c2nc3ccccc3nc12,3%,38,2.4,0,15,44,0.8,6,42,11,17
C=CCn1c(C2CC(=O)N(c3ccc(C)cc3)C2)nc2ccccc21 (centres undefined),-8%,-4,1.4,-10,18,35,9.8,-6,20,13,17
Cn1c(N2CCN(c3ccccn3)CC2)nc2c1c(=O)n(Cc1ccccc1Cl)c(=O)n2C,8%,3,3.5,-4,7,11,1.3,6,4,8,0

High-throughput results deposited in PubChem by several laboratories.
